EP2 antag: EP2 receptor (human) inhibition; P43116; C6 glioma cells expressing human EP2, cAMP TR-FRET; cells stimulated with saturating PGE2; inhibition, % at 25 µM; 260,000 compounds, 0.52% hits;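 active = percent inhibition above 40 after rounding to a whole number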;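 also: rat C6 glioma host cells with rolipram phosphodiesterase inhibitor present; the protocol text gives 20 µM as final concentration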
Target sequence (P43116 whole entry, looked up): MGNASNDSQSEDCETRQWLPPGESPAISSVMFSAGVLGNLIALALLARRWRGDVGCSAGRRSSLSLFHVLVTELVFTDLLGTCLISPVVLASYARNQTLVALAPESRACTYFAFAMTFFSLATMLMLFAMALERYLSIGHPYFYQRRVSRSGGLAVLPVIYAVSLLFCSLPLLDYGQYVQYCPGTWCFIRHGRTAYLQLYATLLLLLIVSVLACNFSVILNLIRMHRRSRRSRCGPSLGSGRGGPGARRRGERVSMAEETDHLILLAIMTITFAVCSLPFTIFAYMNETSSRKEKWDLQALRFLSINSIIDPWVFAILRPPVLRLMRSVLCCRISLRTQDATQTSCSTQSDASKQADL
EP2 modulator: modulates human prostaglandin E2 receptor EP2 signaling; AID 940; EP2-expressing cells, cAMP HTRF FRET, PGE2 co-stimulation; P43116; induction, % at 25 µM; 260,000 compounds, 0.83% hits;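 active = compounds whose cAMP rise, as percent of the full-agonist control response, exceeds 60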;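 also: rat C6 glioma line stably carrying human EP2 under a CMV promoter; the protocol text gives 20 µM as final concentration; 100% = response of wells given 1 µM PGE2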
eIF4E-4G inh: eIF4E/eIF4G interaction inhibition in translation initiation; 220,000 compounds, 0.37% hits; TR-FRET eIF4E-eIF4GI(517-606) binding, 2 h; inhibition, % at 21.7 µM; P63073+Q04637;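 active = inhibition above about 30%, limit read from the data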;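 also: 0% = full FRET control wells and 100% = background wells lacking eIF4GI fragment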
NPY Y1 blocker: blocks the human neuropeptide Y Y1 receptor. HEK293-CNG Y1 cells, membrane potential fluorescence; NPY at EC95, then isoproterenol. 200,000 compounds, 1% hits. inhibition, % at 3.6 µM. AID 1040;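 active = inhibition above the campaign mean inhibition of all tested compounds plus 3 SD, cut at about 20% in these data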;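 also: 0% = DMSO wells given NPY plus isoproterenol and 100% = isoproterenol alone without NPY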
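Material: HEK293 cells co-expressing NPY Y1 receptor and cyclic-nucleotide gated channel. Timing: compound incubation 1 h at room temperature, readout 45 min post-stimulation. Signal: fluorescence, membrane potential probe.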
NPY-Y2 PAM-ag: potentiates or activates human NPY-Y2 receptor; P49146; cells expressing NPY-Y2, potentiator/agonist read-out; activation, % at 3.6 µM; 220,000 compounds, 0.45% hits; AID 1359; in the data active = activation above about 27%;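 also: cells stimulated with NPY near EC25 plus isoproterenol at EC100; 0% = vehicle plus submaximal agonist and 100% = vehicle plus saturating agonist; some results beyond the cut were filed as inactive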
NPY1 pot ag: potentiators or agonists of human neuropeptide Y receptor Y1; NPY-Y1 expressing cells, potentiator/agonist activation; P25929; activation, % at 3.6 µM; AID 1304; 220,000 compounds, 0.37% hits; in the data active = activation above about 33%, passing the limit was not always enough;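 also: cells stimulated with NPY at EC10 then isoproterenol at EC100; 0% = low agonist plus stimulus and 100% = saturating agonist plus stimulus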
S1P4 antag: blocks the human S1P4 receptor | inhibition, % at 4.98 µM | S1P4-expressing cells, antagonist mode, reporter read-out | 220,000 compounds, 0.26% hits; in the data active = inhibition above about 29%;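 also: 0% = wells stimulated with agonist and 100% = vehicle wells without agonist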
Target sequence (O95977 whole entry, looked up): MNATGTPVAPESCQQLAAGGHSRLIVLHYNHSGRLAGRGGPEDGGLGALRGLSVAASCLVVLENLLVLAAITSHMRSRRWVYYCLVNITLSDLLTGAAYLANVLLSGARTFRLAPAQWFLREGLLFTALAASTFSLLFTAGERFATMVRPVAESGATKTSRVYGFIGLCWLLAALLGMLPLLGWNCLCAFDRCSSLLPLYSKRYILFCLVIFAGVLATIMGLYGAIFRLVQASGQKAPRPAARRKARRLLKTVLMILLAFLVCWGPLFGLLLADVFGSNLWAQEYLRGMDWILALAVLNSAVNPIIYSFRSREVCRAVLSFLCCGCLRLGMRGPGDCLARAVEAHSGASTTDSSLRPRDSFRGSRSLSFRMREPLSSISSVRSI
S1P4 agonist: activates the human S1P4 receptor. 220,000 compounds, 0.35% hits. activation, % at 4.98 µM. S1P4-expressing cell line, agonist reporter assay; in the data active = activation above about 11%;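 also: 0% = DMSO vehicle and 100% = reference agonist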
p97 inhibitor: blocks human p97 ATPase activity. recombinant p97 ATPase, Kinase-Glo ATP luminescence, 3 h. inhibition, % at 8 µM. AID 1481. P55072. 220,000 compounds, 0.42% hits; in the data active = inhibition above about 15%;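 also: 0% = DMSO vehicle and 100% = wells lacking enzyme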
The depositor's hits bear a star; x = no result given; & = joins results of further samples; [ ] = another dose, or the depositor's remark.

SMILES | EP2 antag | EP2 modulator | eIF4E-4G inh | NPY Y1 blocker | NPY-Y2 PAM-ag | NPY1 pot ag | S1P4 antag | S1P4 agonist | p97 inhibitor
COc1ccc(N/N=C/c2c(C(=O)O)ccc3ccccc23)cc1 | 8 | -14 | -4 | x | -23 | -34 | 11 | 1.8 | -4
O=C(COC(=O)COc1ccccc1[N+](=O)[O-])Nc1ccccc1Br | 5 | 3 | 1 | -3 | -7 | -1 | -22 | 1.2 | -5
COc1ccc(NC(=O)c2ccc(-c3nn(C)c(=O)c4ccccc34)cc2)cc1C(N)=O | 12 | -9 | -5 | x | 5 | -3 | -16 | 1.9 | 8
CCCC(=O)Nc1nnc(CC(=O)OCC)s1 | 6 | 9 | 4 | 1 | -10 | -28 | 2 | -0.4 | -1
S=C(NC1CCCCC1)NC1CC2C=CC1C2 (stereo not given) | 5 | 14 | -8 | x | 10 | 17 | -22 | -0.1 | 4
Cc1ccc(-c2ccc(C(=O)Nc3ccccc3)o2)c2ccccc12 | 11 | -58 | 6[fluorescence artefact?] | 1 | -19 | -38 | 9 | -1.9 | 5
COc1ccc(NC(=S)N/N=C/c2cccn2Cc2ccc(F)cc2Cl)cc1 | 3 | 4 | 3 | 2 | 2 | 3 | 5 | 0.8 | 7
S=C(NCC1CCCO1)Nc1ccc(Cl)cc1Cl (stereo not given) | 14 | -25 | 2 | 4 | 8 | -21 | -7 | 1.6 | 5
COc1ccc(-c2cc(C(F)F)n3ncc(C(=O)Nc4cnn(Cc5ccccc5)c4)c3n2)cc1 | 4 | 3 | -2 | -1 | -11 | 10 | -4 | 8.8 | 6
COC(=O)c1ccc(Nc2nc(C)cc(=O)[nH]2)cc1 | 14 | 10 | 5 | -1 | -11 | -18 | -12 | -1.8 | 2
Cc1ccc2c(c1)c(C)c(C)n2CC(O)CN1CCCCC1C (stereo not given) | 16 | -13 | -1[fluorescence artefact?] | 4 | 14 | 8 | 1 | 0.4 | -1
CC(=O)C1C(c2ccc([N+](=O)[O-])cc2)c2c(noc2C)CC1(C)O (stereo not given) | 5 | 1 | -3 | x | 6 | 11 | -10 | -0.8 | 6
Cc1cc(C)n(CC(O)COc2c(C)cccc2C)n1 (stereo not given) | 3 | 6 | 2 | 4 | -19 | 12 | 5 | -1.7 | -1
Cc1nc(-c2ccc(S(=O)(=O)Oc3ccccc3Cl)s2)cs1 | 26 | -41 | 1 | x | -18 | 0 | 2 | 0.6 | -5
O=C(CCl)Nc1cc2[nH]c(=O)[nH]c2cc1Br | 3 | 7 | 2 | -1 | -10 | -17 | 2 | 1.1 | 10
O=C(NCCc1ccc(Cl)cc1)C1CCC(=O)N1Cc1ccc(F)cc1 (stereo not given) | 10 | 4 | -1 | 10 | 6 | 0 | -14 | 3.2 | 5
Cn1cc(S(=O)(=O)N2CCC3(CC2)OCCO3)c(=O)n(C)c1=O | 9 | 13 | -1 | 2 | -9 | -4 | 7 | -0.1 | 12
Cc1nc2c(sc3nc4c(cc32)COC(C)(C)C4)c(=O)n1Cc1ccccc1 | 13 | -9 | 3 | 6 | 0 | 1 | -1 | 1.3 | 0
O=C(/C=C\c1ccc2c(c1)OCO2)NC1(C(=O)Nc2ccc3c(c2)OCO3)CCCCC1 | 25 | 10 | 1 | 20 | -4 | -21 | -12 | 0.1 | 1
c1ccc(-n2c(-c3ccco3)nnc2-c2ccco2)cc1 | 15 | -3 | -4[fluorescence artefact?] | -3 | 8 | 20 | -14 | -1.7 | -3
NC(=O)c1ccccc1Nc1nc2nc3ccccc3c(=O)n2cc1Br | 7 | -55 | 4 | x | -9 | -3 | 16 | -2.3 | 10
Cc1sc2nc(COC(=O)c3ccc(N4CCCC(C)C4)c([N+](=O)[O-])c3)[nH]c(=O)c2c1C (stereo not given) | 13 | 18 | -2 | 0 | -1 | -6 | 8 | 1.5 | 4
Cc1cc(/C=N/NC(=O)c2cccc(F)c2)c(C)n1-c1ccccc1 | 8 | -70 | 0 | 5 | 5 | 6 | -13 | 1.9 | 2
COc1ccccc1-c1c(C(F)(F)F)oc2cc(OC(=O)c3ccc([N+](=O)[O-])cc3)ccc2c1=O | 3 | 8 | 2 | -1 | -10 | 9 | -3 | 0.8 | -3

A second format for some results above.
Second line of a record: EP2 antag, EP2 modulator, eIF4E-4G inh, NPY Y1 blocker, NPY-Y2 PAM-ag, NPY1 pot ag, S1P4 antag, S1P4 agonist, p97 inhibitor
NC(=O)c1ccccc1Nc1nc2nc3ccccc3c(=O)n2cc1Br
  7, -55, 4, x, -9, -3, 16, -2.3, 10
Cc1sc2nc(COC(=O)c3ccc(N4CCCC(C)C4)c([N+](=O)[O-])c3)[nH]c(=O)c2c1C (stereo not given)
  13, 18, -2, 0, -1, -6, 8, 1.5, 4
Cc1cc(/C=N/NC(=O)c2cccc(F)c2)c(C)n1-c1ccccc1
  8, -70, 0, 5, 5, 6, -13, 1.9, 2
COc1ccccc1-c1c(C(F)(F)F)oc2cc(OC(=O)c3ccc([N+](=O)[O-])cc3)ccc2c1=O
  3, 8, 2, -1, -10, 9, -3, 0.8, -3

Going on with the list.
SMILES | EP2 antag | EP2 modulator | eIF4E-4G inh | NPY Y1 blocker | NPY-Y2 PAM-ag | NPY1 pot ag | S1P4 antag | S1P4 agonist | p97 inhibitor
COc1cccc(CNc2ccc(C)c(Cl)c2)c1 | 8 | 35 | -1 | -3 | 16 | 18 | -11 | 1.4 | 2
COCCn1c(SCC(=O)Nc2nnc(C)s2)nnc1-c1ccoc1C | 7&6 | -25&19 | 2 | -3 | 0 | -13 | 3 | 1.9 | 2
COc1ccc(-c2noc(CCC(=O)NC3CCN(Cc4ccccc4)CC3)n2)cc1 | 8 | -40 | 4 | 0 | -18 | -28 | -5 | -5.3 | -2
O=C(NCC1CCCO1)c1c(O)c2ccccc2[nH]c1=O (stereo not given) | 8 | 4 | -5 | -3 | 11 | -3 | -11 | 0.3 | 1
Cc1ccc(S(=O)(=O)N2CCN(C(=O)c3cccc(F)c3)CC2)cc1 | 13 | 1 | 5[fluorescence artefact?] | 2 | 11 | -3 | -9 | -2.0 | 1
Cn1cc(CN2CC3C[C@@H]4CC2C[C@H](C3)C4)c(-c2ccc3c(c2)OCCO3)n1 | 7 | -24 | 2 | -8 | 2 | 4 | 7 | 0.8 | 2
Cc1ccc(/C=N\NC(=O)Cc2cccn2C)o1 | 3 | 6 | -1 | -5 | -15 | -5 | 1 | 0.0 | 5
C#CCOC(=O)CCC(=O)NCCc1ccccc1 | 7 | 4 | -1 | -1 | -10 | -14 | -20 | 0.2 | -8
CC1CCCCC1NC(=O)CSc1nnc(N)s1 (stereo not given) | 9 | -1 | 4 | 5 | 10 | -2 | -7 | -4.4 | 1
CN(C)S(=O)(=O)c1ccc(NC(=O)CN2CCC(Cc3ccccc3)CC2)cc1 | 5 | -33 | 0 | -3 | 10 | 0 | 0 | -0.2 | -2
Cc1cc(C(=O)NCC2CCCO2)n(-c2ccccc2)n1 (stereo not given) | 5 | 16 | -1 | 2 | 3 | 6 | -7 | 0.0 | 3
Cn1c(SCC(=O)N2CCOCC2)nnc1-c1ccccc1 | 5 | 14 | 10[fluorescence artefact?] | 2 | 1 | -4 | -14 | 2.1 | -2
Nc1c(-c2ccc(Cl)cc2)cnn1-c1cccc(C(F)(F)F)c1 | 25 | -10 | 4 | 0 | 25 | 16 | -11 | 1.1 | 1
CC(C)(C)NC(=O)C1CCN(S(=O)(=O)c2cccc(C(F)(F)F)c2)CC1 | 0 | -22 | 0 | 0 | -2 | -7 | -12 | 0.3 | -8
O=C(COC(=O)c1ccc(NS(=O)(=O)c2ccc3c(c2)OCCO3)cc1)NC1CCS(=O)(=O)C1 (stereo not given) | 2 | 24 | 3 | 13 | 5 | 12 | -5 | -0.7 | 3
Cc1cc(C)cc(N(CC(=O)NCCSc2ccccn2)S(=O)(=O)c2ccccc2)c1 | 9 | 9 | 3 | 0 | -17 | -22 | 0 | -3.7 | -8
CCOC(=O)c1cc2c(=O)n3cccc(C)c3nc2n(C)c1=N | x | 7 | 2 | 3 | 10 | 20 | -22 | 3.1 | 1
CCC(=O)Nc1cccc(Br)c1 | 20 | -5 | -1 | 4 | -1 | 7 | -6 | -2.2 | -2
COc1ccc(S(=O)(=O)Nc2c3ccccc3nc(=O)n2-c2ccccc2)cc1 | 8 | -2 | 0 | -1 | 2 | 27 | -3 | -1.9 | 1
Cn1c(NCC2CCCO2)nc2c1c(=O)n(Cc1ccccc1)c(=O)n2C (stereo not given) | 8 | -2 | 1 | -2 | 10 | -10 | -20 | 1.8 | 2
CC1=C(C(=O)OCCOc2ccccc2)C(c2coc3ccccc3c2=O)C2=C(CCCC2=O)N1 (stereo not given) | -1 | 0 | -6 | 2 | 3 | 6 | -14 | 0.9 | 2
Cc1ccc(C(=O)C2CCNCC2)cc1 | 7 | 17 | 1 | -2 | -7 | -4 | -12 | 1.6 | 3
c1ccc(NCc2nc3ccccc3n2CCOc2ccccc2)cc1 | 2 | 3 | -1 | 4 | -3 | -19 | -16 | 3.5 | 4
Cc1ccc(C)c(Cn2nnc3c(=O)[nH]c(C4CCCN(C(=O)C5CCCCC5)C4)nc32)c1 (stereo not given) | 4&8 | 18&23 | 6 | 4 | 1 | -14 | -2 | -0.5 | -1
CCCCC(NC(C)=O)c1nc2ccccc2n1CCC (stereo not given) | 10 | 20 | -1[fluorescence artefact?] | -3 | 8 | 0 | -30 | 1.2 | 0
O=C(Cn1cnc2ccccc2c1=O)NCc1ccco1 | 3 | 13 | 0 | 1 | -7 | -11 | -19 | 0.8 | 3
C=CCn1c(COc2ccccc2)nnc1SCC(=O)N/N=C/c1ccc(C)cc1 | 22 | 5 | 0 | 6 | -9 | 0 | 4 | 2.0 | -7
Cc1ccc(NC(=S)NNc2ccc([N+](=O)[O-])cc2S(=O)(=O)Nc2ccccc2C(=O)O)cc1C | 11 | -24 | 11 | 3 | -3 | -22 | -24 | -0.2 | -2
O=C(O)c1oc2ccccc2c1CSCc1ccccc1 | 5 | 2 | 4 | 7 | -2 | -5 | -6 | 1.2 | 3
O=S(=O)(c1ccc(F)cc1)N1CCN(c2ncccn2)CC1 | 5 | -7 | 2 | x | -32 | -19 | 20 | -0.1 | 0
O=Cc1c(F)cccc1N1CCCC1 | 0 | 0 | -1 | -1 | -24 | -3 | -8 | -0.4 | -6
CC1(C)C(=O)OC(c2cccn2-c2ccc([N+](=O)[O-])cc2)C2(CCCCC2)C1=O (stereo not given) | 5 | 1 | 0 | 4 | -8 | 21 | 1 | 3.0 | 5
Brc1ccccc1-c1nnc(COc2ncnc3c2cnn3-c2ccccc2)o1 | 13 | -7 | -2 | 3 | -24 | 3 | -22 | 0.0 | 7
COc1ccc(CCNC(=O)CSc2nnnn2C)cc1OC | 6 | 3 | 4 | 10 | 8 | -2 | 1 | 4.2 | 3
CCSc1nc2c(c(=O)n1CC)SC(C)C2 (stereo not given) | 4 | 19 | 11 | 6 | 1 | -21 | 2 | -0.4 | 1
CC1CCN(Cc2c(C#N)c3ccccc3n2C)CC1 | 12 | 30 | -11 | 5 | -3 | -4 | -17 | 0.5 | 2
CCCN1Cc2cccc(C(=O)N3CCN(c4ccc(OC)cc4)CC3)c2C1=O | 3 | -10 | 5 | -4 | -4 | 6 | -6 | -0.5 | 5

A portion of the library; rates above refer to the full screens.
